GPR55 beta-arrestin: selective activators of receptor GPR55 – imaging, U2OS cells, beta-arrestin-GFP redistribution, primary screen (AID 1961) | U2OS GPR55 beta-arrestin-GFP redistribution imaging; higher % means a stronger effect | one-dose activation, % at 10 µM; EC50 in µM for titrated hits | 0.048% of 290,000 active;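 active = activation above 40% with more than 50 cells counted in the well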;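 note: U2OS osteosarcoma cells stably expressing GPR55 and beta-arrestin-GFP; plate controls were DMSO negative control for no effect and LPI positive control for full effect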
KOR beta-arrestin-1: kappa opioid receptor blockers – cell-based, luminescence, uHTS (AID 1778). one-dose inhibition, % at 10 µM; IC50 in µM for titrated hits. KOR beta-arrestin recruitment, luminescence, antagonist mode; higher % means a stronger effect. 0.091% of 290,000 active; note: strong numbers were not always called active
P. falciparum M1AAP: malaria alanyl aminopeptidase activity blockers – biochemical, fluorogenic H-Leu-NHMec substrate, 1536-well (AID 1445); inhibition, % at 30 µM, or IC50 in µM where a hit was titrated; 0.42% of 220,000 active; recombinant M1AAP, H-Leu-NHMec fluorogenic kinetic assay; higher % means a stronger effect;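 active = primary inhibition above the hit cutoff, then over 50% inhibition at one or more dose response concentrations, cut at about 23% in these data, passing the limit was not always enough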;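 note: plate controls were DMSO full reaction for no effect and no enzyme background for full effect; strong numbers were not always called active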
HEK293 NOD2/NF-kB: NOD2 signaling inhibitors, cell-based, luminescence, uHTS, HEK293 (AID 1566). HEK293 NOD2/NF-kB luciferase reporter, luminescence; higher % means a stronger effect. 0.63% of 290,000 active. inhibition, % at 4 µM; hits with a dose series show EC50 in µM; note: many of its hits are not listed in these tables
AID2073: inhibitors of Mint1-CaV2.2 protein interaction, biochemical, HTRF (AID 2073). HTRF protein-protein interaction, Mint1-CaV2.2; higher % means a stronger effect. one-dose inhibition, % at 20 µM; IC50 in µM for titrated hits. 0.19% of 290,000 active; in the data active = inhibition mostly above about 51%, no sharp cut-off; note: some results filed as inactive read as strong as hits
Dynein transport: dynein cargo transport inhibition; 0.47% of 220,000 active; z-score, hits read low; 3617.4 mouse cells, GR-EGFP nuclear translocation imaging; test concentration mostly 20 µM; stimulated with dexamethasone, 1 µM; stronger effect = lower value;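 active = plate z-score of nuclear minus cytoplasmic receptor signal below a set negative limit, without overly bright fluorescence or cell loss, cut at about -3.5 in these data, passing the limit was not always enough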;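 note: z-score of nuclear minus cytoplasmic ring GR-EGFP intensity difference per well; some compounds called inactive have numbers as strong as hits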
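Buffer or medium: tet-free medium with charcoal-stripped serum / Also added: dexamethasone agonist, 1.0 µM final, for 30 min / Timing: induction 48 h, compound 1 h, agonist 30 min / Measured by: high-content fluorescence imaging after fixation / Read-out: nuclear-to-cytoplasmic GR-EGFP distribution per well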
M17LAP inhibition: P. falciparum M17LAP inhibitors, primary screen, biochemical, fluorogenic H-Leu-NHMec substrate, 1536-well (AID 1619). recombinant M17LAP, H-Leu-NHMec fluorogenic kinetic assay; higher % means a stronger effect. inhibition, % at 30 µM, or IC50 in µM where a hit was titrated. 0.38% of 220,000 active;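 active = compound inhibiting the enzyme by more than half at any dose during confirmatory dose-response retesting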;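 note: plate controls were full reaction with DMSO carrier for no effect and no enzyme background for full effect; strong numbers were not always called active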
KOR beta-arrestin-2: kappa opioid receptor activators – cell-based, luminescence, uHTS, primary screen (AID 1777). KOR beta-arrestin recruitment, luminescence; higher % means a stronger effect. one-dose activation, % at 10 µM; EC50 in µM for titrated hits. 0.02% of 280,000 active; in the data active = activation above about 50%, passing the limit was not always enough; note: a part of the inactive calls stands beside numbers as strong as those of hits
NOD1 NF-kB reporter: NOD1 signaling inhibitors, primary screen, cell-based, luminescence, uHTS (AID 1578). NOD1-driven NF-kB luciferase reporter cells, luminescence; higher % means a stronger effect. inhibition, % at 4 µM, or EC50 in µM where a hit was titrated. 1% of 290,000 active; in the data active = inhibition mostly above about 36%, no sharp cut-off; inactive = mostly below about 34%;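 note: HEK-293T reporter cells stimulated with the NOD1 agonist gamma-tri-DAP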
Dynein transport cytoplasmic EGFP: second read-out of Dynein transport, no call of its own (marks repeat the call); z-score; measured here: cytoplasmic GR-EGFP intensity; stronger effect = higher value
Dynein transport nuclear GR-EGFP: second read-out of Dynein transport, no call of its own (marks repeat the call); z-score; measured here: nuclear GR-EGFP intensity;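 lower value marks the stronger effect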
Dynein transport cell count: second read-out of Dynein transport, no call of its own (marks repeat the call); z-score; measured here: cell count per field
* = called active by the depositor; / = not tested or not shown; [ ] = another dose, or the depositor's remark. Cut-off read from the data, not from the text of the source, unless noted: active = inhibition above about 50%; inactive = the rest. The list is partial. The share of hits here may be higher or lower than overall.

SMILES	GPR55 beta-arrestin	KOR beta-arrestin-1	P. falciparum M1AAP	HEK293 NOD2/NF-kB	AID2073	Dynein transport	Dynein transport cytoplasmic EGFP	Dynein transport nuclear GR-EGFP	Dynein transport cell count	M17LAP inhibition	KOR beta-arrestin-2	NOD1 NF-kB reporter
C1CCCN(c2nc3nonc3nc2N2CCCCCC2)CC1	0.8%	34.7%	10.2%	-29.9%	0.4%	-0.554	-0.204	-0.413	-0.176	13.0%	-1.2%	-18.1%
Cc1cc2oc(=O)cc(CSc3nnc(C)n3N)c2cc1C(C)C	-0.1%	-4.2%	8.9%	10.5%	9.5%	-0.907	-0.192	-0.63	-0.106	5.9%	1.2%	7.7%
Cc1cc(C)cc(N2C(=O)CN(Cc3sccc3C)C2=S)c1	-0.4%	11.3%	5.3%	-11.0%	-10.6%	1.06	1.16	1.37	8.07	-9.8%	0.2%	-15.8%
Cc1cc(NS(=O)(=O)c2ccc(NC(=O)C3CCCCC3)cc2)no1	-0.2%	-17.6%	/	8.3%	3.7%	/	/	/	/	/	-2.4%	3.2%
CNC(=S)N(Cc1cc2cc(C)ccc2n2nnnc12)CC(C)(C)CN(C)C	-0.2%	-60.2%[20 µM]	/	5.0%	-5.6%	/	/	/	/	/	0.7%	-29.2%
CN1CCN(c2ccc(NC(=O)c3ccc(-c4cccc([N+](=O)[O-])c4)o3)cc2)CC1	0.1%	-23.2%	10.9%	14.9%	-4.4%	-0.683	-0.266	-0.345	0.377	4.7%	-0.6%	-26.0%
O=C(COc1ccc(S(=O)(=O)N2CCOCC2)cc1Cl)NCCN1CCOCC1	0.6%	-23.8%	/	6.1%	0.6%	/	/	/	/	/	2.2%	-10.9%
Cc1cc(-c2csc3nc[nH]c(=S)c23)cc(C)c1C	0.4%	-9.2%	5.0%	17.3%	-1.6%	-0.5	-0.289	-0.114	0.489	8.3%	-1.2%	9.9%
CN(C)c1ccc(C(=O)OCc2ccc(Br)cc2)cc1	-0.2%	15.6%	-11.0%	0.2%	11.7%	-0.29	-0.14	0.156	-0.016	-15.3%	-5.8%	-23.4%
CC(c1ccccn1)N(Cc1ccco1)C(=S)Nc1cccc(F)c1 (stereo not drawn)	-0.3%	1.6%	2.9%	14.3%	-15.1%	-0.925	-0.314	-0.347	0.983	2.0%	2.3%	-3.7%
CCCCCCC(=O)Nc1nc(C)c(-c2csc(Nc3cccc(OC)c3)n2)s1	-0.1%	-15.1%	-3.5%	-20.1%	12.8%	0.269	-0.19	0.422	0.302	-10.6%	1.8%	-46.5%
N#CCC(=O)N/N=C/c1cc([N+](=O)[O-])ccc1N1CCCC1	0.1%	23.6%	6.4%	3.4%	6.3%	1.83	-0.103	1.36	-1.53	22.1%	-5.9%	-18.4%
CN(C)c1ncc(CN2CCC(C(=O)Nc3ccc(-n4cccn4)cc3)CC2)s1	-0.1%	-6.1%	/	-2.7%	2.3%	/	/	/	/	/	-1.4%	-9.7%
O=C(NC1CC1)c1ccc(NS(=O)(=O)c2ccccc2)cc1	0.2%	11.8%	/	4.7%	12.0%	/	/	/	/	/	-3.2%	6.2%
Cn1ncc(C(=O)Nc2ccc(OC(F)(F)F)cc2)c1-n1cccc1	-0.2%	-4.4%	7.5%	11.7%	-5.1%	-0.213	0.679	0.522	0.165	-2.6%	7.5%	-10.8%
CCCc1[nH]nc2c1C(c1ccc(OC(=O)N3CCOCC3)cc1)C(C#N)=C(N)O2 (stereo not drawn)	-0.1%	15.0%	3.5%	-8.7%	-3.0%	-0.558	-0.326	-0.222	0.265	21.9%	-0.3%	-68.8%
Cn1cc(S(=O)(=O)Nc2ccc(Oc3ccccc3)cc2)c(=O)n(C)c1=O	0.0%	24.0%	/	13.6%	1.4%	/	/	/	/	/	1.8%	-22.3%
O=c1ccnc(SCCC(F)=C(F)F)[nH]1	-0.4%	0.3%	-4.0%	1.1%	7.0%	0.282	0.13	0.239	0.675	10.8%	-1.1%	-43.9%
COc1cc(C(=O)NNC(=O)Nc2ccc([N+](=O)[O-])cc2)cc(OC)c1OC	-0.2%	14.1%	5.2%	8.3%	10.8%	-0.0633	-0.243	-0.184	0.085	5.4%	-4.1%	-16.7%
CCCOc1ccc(C(=O)O)cc1	-0.1%	1.3%	2.9%	2.1%	-3.6%	-0.719	-0.241	-0.224	0.856	9.1%	-0.7%	-5.1%
CCOC(=O)C1=C(C)NC(SC)=NC1c1ccccc1 (stereo not drawn)	0.1%	6.3%	13.4%	12.2%	-2.1%	0.238	-0.22	0.00652	0.841	11.7%	-5.4%	-10.9%
COc1ccc(NC(=O)NNC(=O)c2ccc(Cl)cc2Cl)cc1OC	0.2%	19.5%	3.6%	12.3%	7.8%	-0.671	-0.201	-0.303	0.628	-19.6%	-4.1%	-15.5%
CCOC(=O)c1nnc(-c2ccc(C)cc2)nc1Oc1ccccc1Cl	-0.4%	14.0%	5.8%	-3.0%	8.4%	-3.07	0.163	-1.45	0.788	13.8%	-1.1%	17.0%
CCOC(=O)c1c(NC(C)=O)sc2c(O)c(CN3CCN(CC)CC3)ccc12	-0.2%	-5.4%	6.4%	-1.3%	2.8%	0.382	0.364	0.122	-0.0807	12.8%	-2.5%	-8.3%
COc1ccccc1N1C(=O)C2C(c3ccccc3F)NN(C(=O)c3ccc(C)cc3)C2C1=O (stereo not drawn)	0.2%	-13.4%	1.2%	-2.7%	1.2%	0.0995	0.383	1.13	-0.104	-15.2%	-0.2%	27.3%
Cc1ccccc1NC(=O)C1CCCN(c2nnc(N3CCCC3=O)s2)C1 (stereo not drawn)	0.0%	-7.6%[20 µM]	/	11.4%	1.1%	/	/	/	/	/	-5.4%	-7.6%
CCN1CCN(C(=O)Cn2nc(-c3ccc(Cl)cc3)ccc2=O)CC1	-0.3%	-6.2%	-4.0%	25.7%	7.7%	1.48	0.946	0.98	-1.1	-0.5%	-3.8%	-9.3%
S=C(NCCc1cnc[nH]1)NC1CCCC1	-0.1%	-37.5%[20 µM]	4.3%	16.9%	3.7%	0.345	-0.324	0.321	0.0888	7.1%	-7.3%	-21.6%
O=C(c1ccc(F)cc1)N1CCN2C(=O)c3ccccc3C12c1ccc(Cl)cc1 (stereo not drawn)	1.7%	22.1%	-6.5%	-12.6%	33.3%	-0.109	0.155	0.0448	0.714	-1.7%	0.2%	-55.0%
Cc1cc(Nc2c(C)n(C)n(-c3ccccc3)c2=O)n2c(nc3ccccc32)c1C#N	0.1%	-66.7%	6.0%	-11.4%	-5.4%	-0.267	-0.0426	0.305	-0.182	6.3%	-6.7%	2.4%
COc1ccc(CNC(=O)COC(=O)c2cc(-c3cccs3)nc3ccccc23)cc1OC	0.1%	-10.8%	4.8%	-0.3%	7.6%	0.98	-0.109	0.828	-0.123	-2.1%	-1.3%	5.3%
CS(=O)(=O)c1ccccc1-c1nnc(-c2ccc(Cl)cc2)o1	0.4%	-5.5%	-1.5%	3.8%	4.5%	-0.479	-0.343	-0.0964	0.639	-5.0%	-4.4%	-53.9%
CC(C)NC(=O)Cn1cc(C(=O)C(=O)N2CCOCC2)c2ccccc21	-0.1%	3.4%	/	1.7%	10.3%	/	/	/	/	/	0.4%	-4.0%
COc1ccc(NC(=O)/C(C#N)=C\c2cc(C)n(-c3ccc4c(c3)OCO4)c2C)cc1	0.3%	-18.5%	5.7%	7.4%	5.1%	0.611	-0.178	-0.0995	-0.548	-0.3%	-1.9%	-11.6%
CCC1(c2ccccc2)NC(=O)N(Cc2ccc(C(=O)OC)cc2)C1=O (stereo not drawn)	-0.2%	-5.6%	7.0%	10.1%	-8.2%	-0.587	-0.315	-0.275	0.649	-1.4%	-0.3%	-12.2%
Cc1cc(C)c(C)c(S(=O)(=O)NCc2cccnc2)c1C	0.2%	33.7%	4.7%	-1.3%	-1.4%	3	-0.0111	1.72	-2.7	5.0%	-4.8%	-15.8%
Cc1noc(C)c1S(=O)(=O)N(CC(=O)Nc1ccc2c(c1)OCO2)c1ccc(C(C)C)cc1	-0.1%	12.1%	7.0%	-10.5%	-1.4%	-0.43	-0.176	-0.0601	-0.643	-6.1%	-0.4%	10.5%
CC1=CC(C)(C)N(C(=O)CSc2nnc(N)s2)c2c(C)cc(C)cc21	-2.3%	18.4%	4.6%	9.8%	-2.1%	0.956	-0.193	0.218	-0.608	4.9%	-1.2%	15.9%
Cc1c(N=Cc2nc3ccccc3n2C)c(=O)n(-c2ccccc2)n1C	0.2%	-23.4%	27.3%*	-5.8%	29.8%	0.671	-0.202	0.357	-0.532	-1.2%	-0.2%	-9.0%
CC(CC(=O)NCc1cccnc1)c1ccccc1 (stereo not drawn)	1.1%	-21.5%	3.0%	11.9%	8.7%	0.177	-0.207	0.424	-0.299	19.3%	-3.9%	13.0%
CCC(C)NC(=O)Cn1nc(Cc2ccncc2)c2ccccc2c1=O (stereo not drawn)	-0.3%	2.1%	/	-4.9%	-2.8%	/	/	/	/	/	6.9%	-11.8%
COc1ccc(CNC(=O)CN(C(=O)CCC(=O)Nc2ccccn2)c2ccc3c(c2)OCO3)cc1	-0.2%	8.2%	/	14.3%	-1.8%	/	/	/	/	/	-3.9%	-19.9%
CCC(C(=O)Nc1ccc(OC)c(Cl)c1)c1ccccc1 (stereo not drawn)	-0.2%	/	2.7%	-19.8%	3.8%	-1.11	-0.0316	-0.517	1.3	11.7%	2.9%	0.4%
O=C(c1ccco1)N1CCN(C(=O)C2CCN(S(=O)(=O)c3cnc[nH]3)CC2)CC1	-0.1%	-51.0%	-6.6%	-7.0%	-6.7%	0.565	-0.253	0.373	0.907	-2.3%	4.9%	-2.7%

Arranged by SMILES length (largest number first): some entries from above
SMILES	GPR55 beta-arrestin	KOR beta-arrestin-1	P. falciparum M1AAP	HEK293 NOD2/NF-kB	AID2073	Dynein transport	Dynein transport cytoplasmic EGFP	Dynein transport nuclear GR-EGFP	Dynein transport cell count	M17LAP inhibition	KOR beta-arrestin-2	NOD1 NF-kB reporter
Cc1noc(C)c1S(=O)(=O)N(CC(=O)Nc1ccc2c(c1)OCO2)c1ccc(C(C)C)cc1	-0.1%	12.1%	7.0%	-10.5%	-1.4%	-0.43	-0.176	-0.0601	-0.643	-6.1%	-0.4%	10.5%
COc1ccc(NC(=O)/C(C#N)=C\c2cc(C)n(-c3ccc4c(c3)OCO4)c2C)cc1	0.3%	-18.5%	5.7%	7.4%	5.1%	0.611	-0.178	-0.0995	-0.548	-0.3%	-1.9%	-11.6%
CS(=O)(=O)c1ccccc1-c1nnc(-c2ccc(Cl)cc2)o1	0.4%	-5.5%	-1.5%	3.8%	4.5%	-0.479	-0.343	-0.0964	0.639	-5.0%	-4.4%	-53.9%
